GLP1R inv ag = qHTS of GLP-1 Receptor Inverse Agonists (Inhibition Mode); AID 624417, 2012; Potency, µM (doses to about 38.3 µM), for inactives: top-dose activity change, negative = inhibition, hits mostly inhibitors; hit rate 1.6% among 410,000; HEK293 GLP-1R CRE-luciferase, luminescence, 24 h; GLP-1R form is constitutively active; Glucagon-like peptide 1 receptor (Homo sapiens), P43220; note: potency is the fitted concentration of half-maximal effect; % is set by controls: 0 for no effect and ±100 for the full control effect; nearly all actives have a fitted effect of over 55% in size
Target sequence (P43220 whole entry, looked up): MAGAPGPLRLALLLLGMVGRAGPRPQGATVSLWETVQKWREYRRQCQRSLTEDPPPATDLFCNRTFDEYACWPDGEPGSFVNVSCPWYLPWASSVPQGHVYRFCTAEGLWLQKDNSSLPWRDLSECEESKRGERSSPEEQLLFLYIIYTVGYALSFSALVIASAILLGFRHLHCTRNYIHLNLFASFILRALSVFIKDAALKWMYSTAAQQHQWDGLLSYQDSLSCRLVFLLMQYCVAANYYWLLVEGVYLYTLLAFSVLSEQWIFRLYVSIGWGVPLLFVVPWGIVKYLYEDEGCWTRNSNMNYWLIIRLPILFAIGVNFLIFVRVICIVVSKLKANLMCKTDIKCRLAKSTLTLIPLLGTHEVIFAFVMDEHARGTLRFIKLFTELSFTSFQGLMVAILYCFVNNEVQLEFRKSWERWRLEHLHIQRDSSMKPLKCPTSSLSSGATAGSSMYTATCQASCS
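Using stably transfected HEK293 (constitutively active GLP-1R, cAMP-luciferase reporter), compounds were incubated 24 hr and luciferase measured by luminescence.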
TDP43 rescue = qHTS of TDP-43 Inhibitors. TDP-43 expressing yeast growth rescue, BacTiter-Glo, 24 h. Potency, µM (doses to about 46.1 µM), for the others: at the top dose growth rescue (activation), usual class: activators. hit rate 1.8% among 410,000; note: potency is the fitted concentration of half-maximal effect; % of control where 0% means no effect; nearly all actives have a fitted effect of over 50% in size
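Readout is BacTiter-Glo luminescence of cell growth, so inhibitors register as activators. TDP-43-expressing yeast at OD600=0.02 in galactose medium, after raffinose pregrowth to mid-log, were incubated with compound for 24 hr at 30 deg C.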
PTHR1 agonist = qHTS for PTHR1 Agonists: Primary Screen; Parathyroid hormone/parathyroid hormone-related peptide receptor (Homo sapiens), Q03431; HEK293 GP2 PTHR1 cells, GloSensor cAMP luminescence, 1 h; Potency, µM (highest dose often 115 µM), without a hit: at the top dose activation, actives largely listed as activators; hit rate 0.075% among 410,000; note: potency is the fitted concentration of half-maximal effect; nearly all actives have a fitted effect of over 55% in size; some results filed as inactive show a strong effect at the top dose; inactives centre near -15; many of its hits are not listed in these tables
Target sequence (Q03431 whole entry, looked up): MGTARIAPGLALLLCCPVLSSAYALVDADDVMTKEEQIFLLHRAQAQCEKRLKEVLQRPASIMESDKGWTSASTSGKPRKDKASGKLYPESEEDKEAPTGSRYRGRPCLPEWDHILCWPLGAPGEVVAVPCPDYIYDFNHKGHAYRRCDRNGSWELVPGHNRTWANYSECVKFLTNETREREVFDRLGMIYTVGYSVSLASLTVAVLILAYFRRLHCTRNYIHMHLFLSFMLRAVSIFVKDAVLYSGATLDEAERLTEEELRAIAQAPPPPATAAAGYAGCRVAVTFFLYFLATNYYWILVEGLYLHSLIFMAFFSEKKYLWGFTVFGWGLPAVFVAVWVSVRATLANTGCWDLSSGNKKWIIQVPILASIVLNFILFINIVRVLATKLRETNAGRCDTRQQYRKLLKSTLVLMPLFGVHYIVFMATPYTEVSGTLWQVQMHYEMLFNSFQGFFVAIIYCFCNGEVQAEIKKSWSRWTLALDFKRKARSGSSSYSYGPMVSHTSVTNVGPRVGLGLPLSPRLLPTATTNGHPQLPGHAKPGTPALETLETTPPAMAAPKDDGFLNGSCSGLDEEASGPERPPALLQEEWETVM
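HEK-293-derived GP2 cells expressing PTHR1 and a GloSensor cAMP reporter, 3,000/well, plated overnight, given luciferin plus IBMX (each 0.5 mM as added) for 1 h at 37 °C, then compound for 1 h at 37 °C. Luminescence was read after 15 min at room temperature.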
HEK293 tox = qHTS of GLP-1 Receptor Inverse Agonists: Cytotox Screen; Potency, µM (doses to about 38.3 µM), for the others: at the highest dose activity change, negative = inhibition, hits mostly inhibitors; HEK293 cAMP-luciferase reporter cells, luminescence, 24 h; AID 624418, 2012; hit rate 0.13% among 410,000;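 note: loss of luciferase light is scored as toxicity; potency is the fitted concentration of half-maximal effect; % is set by controls: 0 for no effect and ±100 for the full control effect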
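1536-well qHTS counterscreen of the MLSMR; 200 cells/uL, 12 h pre-incubation, 23 nL cpd, 24 h at 37 deg C 5% CO2, luciferase detection reagent, 12 min RT, luminescence. Inhibition = undesired.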
Akt phos inh = HTS Assay for Inhibitors of Akt Phophorylation: Primary Screen; Neuro2A IGF-stimulated pAkt S473 HTRF, 20 min; active compounds read low; activity change, % for hits at 50 µM; hit rate 0.32% among 360,000; AID 651550, 2012; in the data active = activity change below about -80%; inconclusive = mostly about -51% to -80%; note: % is set by controls: 0 for no effect and ±100 for the full control effect
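Single-point screen (50 µM final compound) in Neuro2A cells stimulated 20 min with 6 nM IGF at 37 deg C. After lysis, Ser473-phosphorylated Akt read by HTRF (ex 330 nm, em 615/665 nm) as the 665/615 ratio.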
FUS yeast rescue = qHTS for Suppressors of FUS Proteinopathy: Primary screen using FUS-linked yeast assay. S. cerevisiae FUS-expressing, growth rescue, OD600, 24 h. Potency, µM (titrated, usually from 76.6 µM), without a hit: top-dose growth rescue (activation), hits mostly activators. hit rate 0.24% among 390,000;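 note: potency is the fitted concentration of half-maximal effect; plate controls were DMSO vehicle for no effect and reference control for full effect; nearly all actives have a fitted effect of over 55% in size; some results filed as inactive show a strong effect at the top dose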
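Absorbance at 600 nm, taken 24hr after compound addition, measured rescue of FUS-yeast growth at 30C. Induction used 2% galactose with seeding at OD 0.005. Controls: CP55940 from 92uM final, DMSO only.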
MmCpn inh = Inhibitors of TCP-1 ring complex (TRiC) of Methanococcus maripaludis (MmCpn): qHTS; purified Mm-Cpn ATPase, ADP Transcreener TR-FRET; Potency, µM (top dose mostly 76.9 µM), for the others: at the top dose activity, negative = inhibition, usual class: inhibitors; hit rate 0.031% among 330,000; note: potency is the fitted concentration of half-maximal effect; % is set by controls: 0 for no effect and ±100 for the full control effect; nearly all actives have a fitted effect of over 80% in size
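Purified archaeal Mm-CPN (25nM final) preincubated 10 min at 37degC with compound, then 10uM ATP for 30 min at 37degC; ADP measured by HTRF Transcreener TR-FRET; buffer 30 mM TRIS pH 7.4, 100mM KCl, 5mM MgCl2, 1mM DTT.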
Abeta yeast res = qHTS for compounds that reverse cellular toxicity of Amyloid beta (A-beta) peptide in yeast: Primary Screen | AID 1347071, 2019 | yeast expressing A-beta42, growth rescue, OD600, 48 h; response scale: 0% DMSO, 100% iron-clioquinol control | hit rate 0.063% among 410,000 | Potency, µM (series often up to 46.1 µM), for the others: at the top dose growth rescue, hits mostly activators; note: potency is the fitted concentration of half-maximal effect; nearly all actives have a fitted effect of over 55% in size
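Growth rescue measured by 600 nm absorbance after 48 h yeast culture at 30 C with compound. Values normalized between DMSO and an equimolar ferric chloride plus clioquinol control.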
aSyn yeast inh = qHTS of alpha-syn Inhibitors. Potency, µM (top dose mostly 46.1 µM), inactives show top-dose growth rescue (activation), most hits filed as activators. AID 652106, 2013. Yeast expressing alpha-synuclein, growth rescue, BacTiter-Glo, 24 h. hit rate 0.14% among 370,000; note: potency is the fitted concentration of half-maximal effect; % of control where 0% means no effect; nearly all actives have a fitted effect of over 65% in size
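Galactose-induced alpha-syn yeast (OD600=0.02, raffinose-pregrown) + pinned cpd, 24 hr, 30 deg C; growth by BacTiter-Glo luminescence. Growth restoration scores as activation.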
* hit, by the source's call; i = inactive; ? = inconclusive; / = no result given; & = joins results of further samples; [ ] = another dose, or the depositor's remark. Unless noted, calls come from the whole dose curve; as a rule, active = well fitted curve in the direction sought with a large enough effect; inconclusive = small, poorly fitted or top-dose-only effect, or another doubt; inactive = no such curve, though single readings can be large; an effect the other way counts as inactive or inconclusive.

Fields – GLP1R inv ag, TDP43 rescue, PTHR1 agonist, HEK293 tox, Akt phos inh, FUS yeast rescue, MmCpn inh, Abeta yeast res, aSyn yeast inh
> CCC(C)NC(=O)c1cn(CC)c2ccc(S(=O)(=O)N3CCCCC3)cc2c1=O (stereo unspecified)
  -19%&17%, -9%&4%, i, -5%&4%, i, 6%&30%, 3%, 6%&-9%, 0%
> O=C(NN=C1CCC(c2ccccc2)CC1)c1cc2c(s1)CCCC2 (stereo unspecified)
  -9%, 18%, i, -4%, i, /, -17%, -10%, -12%
> COc1ccc(CN(C)CC(=O)Nc2cc(OC)c([N+](=O)[O-])cc2C)c(OC)c1
  ?, 9%, -20%, 3%, i, 14%, 0%, 8%, 2%
> CCOc1cc(C2C(C#N)=C(N)SC(N)=C2C#N)ccc1OCCN1CCOCC1
  -29%, -10%, i, 6%, i, 29%, ?, -8%, -14%
> C[C@H](CCC(=O)NCC(=O)O)[C@H]1CC[C@H]2[C@@H]3[C@H](O)C[C@@H]4C[C@H](O)CC[C@]4(C)[C@H]3C[C@H](O)[C@]12C
  1%&8%&-1%, 1%&18%&-8%, 4%&18%, 8%&7%&0%, i, 21%&15%&-3%, 0%&2%&0%, -14%&-12%&-14%, 0%&-3%&0%
> Cc1cc(OCCn2cc(C(=O)c3cccs3)c3ccccc32)ccc1Cl
  ?, 22%, i, 4%, /, -8%, /, -13%, /
> CC1CCC2C(=O)N(c3cc(Cl)ccc3OC(=O)c3ccco3)C(=O)C2C1 (stereo unspecified)
  -7%, 15%, 0%, -17%, i, -6%, -17%, 23%, 0%
> Cn1ccsc1=NC(=O)c1ccc(CS(C)(=O)=O)cc1
  11%, -12%, -4%, 3%, i, 2%, -4%, 2%, -3%
> COC(=O)c1ccccc1NC(=O)CSc1nccc(C)n1
  16%, -16%[9.22 µM], ?, 8%, i, 18%, -4%, -7%, 5%
> Cc1nnc(SCC(=O)Nc2ccc(Br)cc2)[nH]c1=O
  10%, -20%, -8%, -3%, /, 7%, /, -25%, /
> O=[N+]([O-])c1ccc(NCCNc2ccc([N+](=O)[O-])cc2)cc1
  -10%, -17%, i, -14%, i, -5%, /, 3%, -10%
> O=S(=O)(c1ccccc1)N1c2cc(Cl)ccc2Oc2nc3ccccc3nc21
  ?, 0%, i, 18%, i, -2%, -3%, -11%, 1%
> CC1CCCN(S(=O)(=O)c2cccc(C(=O)NCc3ccco3)c2)C1 (stereo unspecified)
  -7%, 22%, i, 3%, i, /, 1%, 1%, 4%
> CC(C)(C)OC(=O)n1cccc1/C=C1\c2ccccc2C(=O)N1c1ccccc1
  3%, 6%, -20%, 0%, i, ?, /, 4%, -2%
> CC(=O)N(NC(=O)c1ccc(C)cc1)C1CC(=O)N(c2ccccc2Cl)C1=O (stereo unspecified)
  15%, 9%, i, 0%, i, -17%, 1%, 6%, 0%
> Cc1ccccc1C(=O)N1CC(=O)Nc2ccc(F)cc2C1c1ccc(F)cc1 (stereo unspecified)
  ?, 8%, -12%, -2%, i, 23%, 2%, 5%, 0%
> CCOc1ccc(N2CC(C(=O)Oc3ccccc3)CC2=O)cc1 (stereo unspecified)
  7%, -21%, -17%[57.5 µM], 27%, i, 23%, -3%, -5%, 18%
> COc1ccc2oc(C)c(C(=O)c3ccc([N+](=O)[O-])cc3)c2c1
  -5%, 22µM*, -22%, -9%, i, /, 0%, -27%, 8%
> COc1ccc(NC2CCCN(C(=O)CCc3ccccc3F)C2)cc1 (stereo unspecified)
  ?, 18%, i, -2%, i, 2%, 0%, -2%, 8%
> COc1ccc(/C=C/C(=O)Nc2c(C)nn(C)c2C)cc1COc1ccc(Cl)cc1Br
  16%, -16%, i, -15%, i, 8%, 1%, 14%, -6%

Limited to Abeta yeast res and FUS yeast rescue (two entries from above):
Molecule	Abeta yeast res	FUS yeast rescue
CCOc1ccc(N2CC(C(=O)Oc3ccccc3)CC2=O)cc1 (stereo unspecified)	-5%	23%
COc1ccc2oc(C)c(C(=O)c3ccc([N+](=O)[O-])cc3)c2c1	-27%	/

Going on with the list.
Fields – GLP1R inv ag, TDP43 rescue, PTHR1 agonist, HEK293 tox, Akt phos inh, FUS yeast rescue, MmCpn inh, Abeta yeast res, aSyn yeast inh
> COc1cc([N+](=O)[O-])cc(/C=N/NC(=O)c2cc(-c3ccccc3)nc3ccccc23)c1O
  ?, 15%, i, -15%, i, 0%, -1%, -6%, 13%
> Cc1ccc(-c2c(C(=O)N/N=C/C3CCCCC3)nnn2-c2nonc2N)cc1
  13%, 8%, i, 2%, i, 15%, 1%, 9%, 1%
> CC(C)C(NC(=O)c1ccc(C(C)(C)C)cc1)C(=O)NCC(c1ccccc1)N(C)C (stereo unspecified)
  ?, -2%, -25%, -6%, i, 1%, -1%, 26%, 3%
> Cc1sc2nc(COC(=O)c3ccc(O)cc3)[nH]c(=O)c2c1C
  53%[activator], -10%, -4%, 13%, i, 9%, -1%, 3%, 6%
> CCCN(C(=O)CSc1ncccn1)C1CCS(=O)(=O)C1 (stereo unspecified)
  12%, 20%, i, -6%, i, 11%, -2%, 8%, 0%
> Cc1onc(-c2c(F)cccc2Cl)c1C(=O)NCCc1ccc(S(N)(=O)=O)cc1
  0%, -3%, -10%[57.5 µM], 4%, /, 18%, /, 3%, 2%
> COc1ccc(NC(=O)CS(=O)c2ccc(Cl)c(Cl)c2)cc1 (stereo unspecified)
  0%, 8%, -83%[inhibitor], -3%, i, 7%, 3%, -40%[inhibitor], 8%
> CC1CCc2nn(CC(=O)NCc3ccc(F)cc3)cc2C1 (stereo unspecified)
  -32%, 7%, -21%, -1%, i, -14%, 2%, 29%, ?
> C=CCn1c(C(O)c2ccccc2)nc2ccccc21 (stereo unspecified)
  -19%, -2%, i, -10%, i, 9%, 0%, 9%, -3%
> CC(C)N1CCC(NC(=O)Nc2ccc3c(c2)OCO3)CC1
  26%, 12%, i, 2%, i, 4%, 1%, 2%, 3%
> C=CCSc1nccc(=O)[nH]1
  6%, 12%, -9%, 0%, i, 4%, 1%, -6%, -3%
> CCc1cccc(C)c1NC(=O)C1CCN(S(=O)(=O)c2cc(Br)cc3c2N(C(C)=O)CC3)CC1
  0%, ?, i, 8%, /, -17%, /, -2%, /
> CSc1[nH]c(=O)c(C(=O)O)cc1C#N
  -3%, -3%, i, -3%, i, 6%, -2%, -5%, -1%
> COc1cc(C(CC(=O)NCc2ccc(F)cc2)N2Cc3ccccc3C2=O)cc(OC)c1OC (stereo unspecified)
  9%, 10%, i, 1%, /, 13%, /, -11%, 2%
> c1ccc(C(c2ccccc2)c2noc(CN3CCN(CC4CC4)CC3)n2)cc1
  ?, -1%, i, -11%, i, 13%, 1%, 13%, -1%
> COc1ccc(-c2nc3cccc(C)n3c2NCc2ccco2)cc1OC
  ?, -29%, -17%[57.5 µM], ?, i, 2%, -7%, -11%, -2%
> COc1ccccc1C(CC(=O)O)NS(=O)(=O)c1ccc2c(c1)N(C(C)=O)CC(C)O2 (stereo unspecified)
  17%, 11%, i, 2%, /, -14%, -1%, 9%, -7%
> O=C(CSc1nc2ccsc2c(=O)n1Cc1ccccc1)NCc1ccco1
  -10%, -5%, -3%[57.5 µM], -3%, i, 19%, -3%, 2%, -1%
> Clc1ccc(Cn2ncc3c(NCc4ccccc4)ncnc32)cc1
  ?, 3%, i, -29%, i, 19%, 0%, -23%, ?
> Cc1cccc(N(C)C(CNS(=O)(=O)c2ccccc2)c2ccccc2)c1 (stereo unspecified)
  10µM*, 28%, -30%, 4%, /, 18%, /, -35%[inhibitor], /
> O=C1Nc2ccccc2SC1=Cc1ccccc1
  7%, 22%, -1%, 45%[activator], i, -4%, /, -1%, 14%
> COc1ccc(Cn2cc(CN3CCOCC3)nn2)cc1
  26%, 0%, -5%, 0%, i, -10%, /, -2%, 4%
> O=C(Nc1ncccn1)c1ccc([N+](=O)[O-])cc1[N+](=O)[O-]
  19%, 6%, i, 1%, i, -7%, /, 11%, 0%
> COc1ccc(O)c(/C=N/NC(=O)c2c(C)nnn2-c2nonc2N)c1
  -26%[7.66 µM], -3%[9.22 µM], i, 7%[7.66 µM], i, 27%, 1%, -1%, -3%
> CCOC(=O)N1CCc2c(sc3c2c(=O)n(Cc2ccccc2)c(=O)n3CC(=O)Nc2c(C)cccc2C)C1
  62%[activator], -19%, ?, 24%, /, 14%, /, -11%, /
> Cc1cc(O)cc(O)c1/C=N/NC(=O)c1ccc2c(c1)OCCO2
  ?, 12%, -10%, -1%, i, -3%, /, -16%, -6%
> O=S(=O)(Nc1ccccc1Cl)c1cc(NC(=S)NCCN2CCOCC2)ccc1Cl
  ?, 8%, -31%[inhibitor], 9%, i, 13%, 4%, -7%, -8%
> CC1CCc2c(ccc3ccccc23)C1=O (stereo unspecified)
  5%, 0%, -28%, 3%, i, -18%, /, -1%, 8%
> CCOC(=O)c1cc2c3ccccc3n(CC)c2nc1N
  0%, 5%, -16%, 17%, i, /, 0%, 1%, 1%
> COc1ccccc1N1CCN(c2ncnc3c2cnn3-c2cc(Cl)ccc2C)CC1
  1%, ?, -43%[inhibitor], 0%, /, 0%, /, -20%, /

These rows are one share of the data; the hit share may differ from the screen's.
